MMP-13 inhibitor: blocks human MMP13 activity. P45452. MMP-13 fTHP FRET cleavage, Mca fluorescence. inhibition, % at 4 µM. 65,000 compounds, 0.07% hits. AID 570;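 active = inhibition above the mean of compound-free control plate wells plus 3 SD, cut at about 14% in these data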;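 also: 0% = DMSO wells and 100% = wells with reference MMP-13 inhibitor after basal subtraction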
Ecoli tolC: growth inhibitors of E. coli BW25113 tolC mutant. 65,000 compounds, 2.2% hits. OD615. AID 573. growth inhibition, % at 10 µM (by protocol);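 active = growth inhibition at or above a cutoff equal to the mean over every tested compound plus 3 SD, cut at about 60% in these data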;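 also: growth measured after 20 h incubation at 37 °C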
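signal = optical density read at 615 nm | test system = E. coli ΔtolC::kan strain BW25113 | timing = 20 h compound exposure of bacteria at 37 °C | buffer or medium = LB medium plus 50 µg/mL kanamycin | compound dosing = 10 µM final, single dose | evaluation = % inhibition of E. coli growth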
A340 absorber: compound absorbs light at 340 nm. 65,000 tested, under 10 active. AID 708. fold change at 10 µM. compound absorbance at 340 nm, fold over control;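 active = at 10 µM dose, initial 340 nm absorbance at least 2 fold that of control wells; inactive = change under 2 fold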;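 also: initial absorbance extrapolated from kinetic A340 decline of NADH oxidation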
Fluor 339 460: intrinsic fluorescence of library compounds, ex339/em460 – biochemical, MLSMR library, data from DPM-DC assay, artefact control, profiling panel. compound autofluorescence, ex339/em460 nm, NADH buffer; active compounds read high; 1 = no-compound wells, NADH background. fluorescence fold increase at 10 µM. 65,000 compounds, 5.5% hits. AID 709;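 active = at 10 µM, mean starting fluorescence two-fold or more over control wells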;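 also: signal is the first read of a kinetic run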
PKA inh: PKA (human) kinase inhibition; P17612; 65,000 compounds, 0.1% hits; inhibition, % at 6 µM; PKA Kemptide phosphorylation, Kinase-Glo ATP luminescence;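 active = inhibition above the screen-wide mean inhibition plus 3 SD, cut at about 21% in these data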; also: many of its hits are not listed in these tables
HEK293 NFkB inh: lowers PMA/ionomycin-induced NF-kB signal in HEK293 cells; HEK-293 NF-kB luciferase reporter, luminescence; inhibition, % at 3 µM; 62,000 compounds, 0.21% hits; AID 465;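 active = inhibition above the mean of all tested compounds plus 3 SD, cut at about 40% in these data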;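 also: 0% = stimulated DMSO wells and 100% = 10 µM reference inhibitor 5653914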
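Material: HEK-293 cells with stable firefly luciferase reporter driven by four HIV NF-kB elements / Also added: PMA plus ionomycin mix as NF-kB-activating stimulus / Compound dosing: 3 µM once, 0.30% DMSO / Times: 1 h pretreatment, 16 h stimulation, 37 °C / Signal: luminescence / Evaluation: per-plate % inhibition versus controls / Benchmarks: DMSO and 10 µM reference inhibitor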
ROCK2 blocker: blocks human Rho kinase 2 activity. O75116. purified ROCK2, Kinase-Glo ATP depletion luminescence. inhibition, % at 6 µM. 60,000 compounds, 0.35% hits;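 active = inhibition above the screen-wide mean inhibition plus 3 SD, cut at about 18% in these data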;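 also: plate controls were DMSO wells for no effect and Y-27632 control wells after no-enzyme background subtraction for full effect; many of its hits are not listed in these tables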
JNK3 blocker: inhibitors of human JNK3 kinase. purified JNK3 kinase activity, HTS. inhibition, % at 8 µM. 60,000 compounds, 0.61% hits. AID 746; in the data active = inhibition above about 17%;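 also: 0% = DMSO and 100% = reference inhibitor; many of its hits are not listed in these tables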
Target sequence (P53779 whole entry, looked up): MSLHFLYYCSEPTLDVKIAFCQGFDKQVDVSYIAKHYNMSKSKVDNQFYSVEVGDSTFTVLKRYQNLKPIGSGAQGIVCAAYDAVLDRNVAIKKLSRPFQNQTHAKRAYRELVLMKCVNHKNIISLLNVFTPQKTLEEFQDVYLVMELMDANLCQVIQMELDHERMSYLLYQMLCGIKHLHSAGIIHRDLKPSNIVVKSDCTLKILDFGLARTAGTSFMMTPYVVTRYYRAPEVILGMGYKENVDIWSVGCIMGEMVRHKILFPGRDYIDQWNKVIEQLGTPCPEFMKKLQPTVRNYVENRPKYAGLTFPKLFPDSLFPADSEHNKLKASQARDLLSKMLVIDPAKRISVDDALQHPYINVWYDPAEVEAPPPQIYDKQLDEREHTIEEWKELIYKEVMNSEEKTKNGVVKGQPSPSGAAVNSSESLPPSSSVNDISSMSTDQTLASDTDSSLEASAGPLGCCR
NADH enzymes: inhibitors of enzymes used to reach an NAD/NADH endpoint; 65,000 compounds, 0.02% hits; IC50, µM (top dose mostly 10 µM), inactives show at the top dose inhibition; coupled PK/LDH NADH assays, four targets;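 active = single-dose screening hits from any of four coupled enzyme assays that gave an IC50 when retested across doses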;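 also: the DPM-DC format reads NADH fluorescence rather than 340 nm absorbance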
* = called active by the depositor; x = no result given; [ ] = dose if it differs, or a comment. These rows are one share of the data. The share of hits here may be higher or lower than overall.

SMILES	MMP-13 inhibitor	Ecoli tolC	A340 absorber	Fluor 339 460	PKA inh	HEK293 NFkB inh	ROCK2 blocker	JNK3 blocker	NADH enzymes
CN(CC(=O)N1CCN(c2ccccn2)CC1)S(=O)(=O)c1ccccc1	-9	-4	1	1.2	6	17	6	-3	5%
CCN(CC)S(=O)(=O)c1cc(C(=O)Nc2ccc(Cl)cn2)ccc1C	8	35	1	1.1	3	-24	-1	7	5%
O=C(Cn1nc(-c2ccccc2)ccc1=O)Nc1ccc(N2CCN(C(=O)c3ccccc3)CC2)cc1	2	27	1	1	8	13	x	x	4%
Cc1ccccc1C(=O)NCc1ccncc1	5	-3	1	1.1	1	2	4	-8	8%
N#CC(=C1CCCC1)c1nc(-c2ccccc2O)cs1	-2	-1	1.1	1.1	5	15	x	x	2%
CN1C(=O)N(C)C2C1N(CN1CCCCC1)C(=O)N2CN1CCCCC1 (stereo unspecified)	-14	-3	1	1.1	6	4	-2	7	7%
CCn1c(=O)c2ccccc2n2c(SCC(=O)N3CCCc4ccccc43)nnc12	1	1	0.97	1.1	6	-2	-3	-1	11%
COc1ccccc1NC(=O)CC1C(=O)Nc2c1c(=O)n(C)c(=O)n2C (stereo unspecified)	-1	-16	1	1.2	-2	5	-4	5	7%
O=C(c1ccco1)[C@@H]1[C@@H]2C(=O)N(c3ccccc3)C(=O)[C@@H]2C2c3ccccc3C=CN21 (stereo partly specified)	2	18	1.1	1.1	7	8	0	-4	3%
Cc1cccc(NCN2C(=O)c3ccncc3C2=O)n1	2	-11	1	1.1	8	-2	3	-1	7%
Cc1ccc(F)c(NC=C2C(=O)OC(C)(C)OC2=O)c1	0	-19	1.1	1.1	10	-5	3	6	1%
Cc1cccc(S(=O)(=O)NCCC(=O)OC(C)C(=O)NC(=O)NC2CCCCC2)c1 (stereo unspecified)	6	11	1	1.1	-4	14	-5	0	3%
COCC(=O)N(C)c1nnc(-c2ccccn2)s1	-74	-14	0.99	2*	-3	4	1	3	3%
CC(C)Cc1nnc(NC(=O)CSc2ncn[nH]2)s1	-6	-1	1	1.1	6	8	3	-4	7%
O=C1CN2C(=Nc3ccc(Cl)cc3C2c2ccccc2)CN1 (stereo unspecified)	3	1	1	1	-4	23	-3	2	4%
COc1ccc(Cl)cc1Nc1cc(C)nc2nc(C)nn12	4	9	1.1	1.1	1	6	-2	2	4%
Fc1ccc(-c2cc(C(F)(F)F)nc(-n3cncn3)n2)cc1	-7	0	1	1.1	-3	20	-4	-1	5%
CC1(C)CC(=O)C2=C(C1)OC(N)=C(C#N)C2c1cccc(OC(=O)c2ccco2)c1 (stereo unspecified)	4	-1	0.97	1.1	12	10	8	-3	6%
COc1cc(C(C#N)N2CCOCC2)ccc1O (stereo unspecified)	4	-13	1	1.1	-7	17	0	-8	3%
CCOc1ccccc1NC(=O)NC1CCN(CC(=O)Nc2ccc3c(c2)OCCO3)CC1	-1	3	0.97	1	3	10	1	1	2%
CC(=O)N1CCN(c2ccc(Oc3ncnc4sccc34)cc2)CC1	-8	2	0.99	1.1	0	22	7	5	5%
Cn1c(=O)c2c(nc(CN3CCN(c4ccccc4)CC3)n2CCCc2ccccc2)n(C)c1=O	4	6	0.98	1.1	4	8	5	-2	7%
CCC(=O)N1C(C(=O)N2CCCC2)CSC1c1ccc(OC)cc1 (stereo unspecified)	1	-10	1	0.99	6	3	1	-2	6%
CC(CCc1ccccc1)NC(=O)C1CCN(S(=O)(=O)N2CCCCC2)CC1 (stereo unspecified)	2	4	1	1.1	6	22	0	-6	3%
O=C(Cn1c(=O)n(-c2ccccc2)c(=O)c2sccc21)N1CCCC1	0	-23	0.99	1.2	0	16	1	1	7%
COc1cccc(N2CCN(Cc3nc4ccccc4c(=O)[nH]3)CC2)c1	2	-2	1	1.2	7	6	4	1	1%
N#Cc1ccccc1NC(=O)Nc1cccc(Cl)c1	x	-9	1	1.4	x	x	x	x	8%
COc1ccccc1CNS(=O)(=O)c1c(C)noc1C	1	-8	1	1.1	5	2	0	-4	3%
COc1ccccc1NC(=O)C1=C(C)NC2=C(C(=O)CCC2)C1c1ccc2c(c1)OCO2 (stereo unspecified)	-22	25	1.1	2.5*	5	15	5	3	13%
Cc1ccc(-n2nnnc2SCC(=O)c2c(N)n(CC(C)C)c(=O)n(C)c2=O)cc1	-4	-16	1	1	3	1	6	9	8%
CCOC(=O)C(NC(C)=O)(N1CCOCC1)C(F)(F)F (stereo unspecified)	4	-20	1	1.1	5	11	-1	5	5%
CCSc1nnc(NC(=O)C(C)(C(F)(F)F)C(F)(F)F)s1	-7	6	1	1.1	8	x	6	-8	4%
COc1ccc(OC)c(-c2[nH]nc3c2C(c2ccco2)C(C#N)=C(N)O3)c1 (stereo unspecified)	-11	6	1.1	1.1	8	3	6	-2	7%
O=S1(=O)C=C(N2CCCCC2)c2ccccc21	-2	-17	1	1.1	7	7	4	2	6%
Cc1cccc(OCc2nc(C#N)c(NCCN(C)C)o2)c1	2	-7	0.97	1	6	12	2	-4	2%
COc1cccc(C(=O)NCc2cn3ccsc3n2)c1	-4	-9	1	1.1	6	5	4	16	1%
CCOC(=O)C1CCN(C(=O)COc2ccc(S(=O)(=O)NC(C)C)cc2)CC1	2	-7	1	1.1	1	19	0	7	2%
Cc1ccc(NC2=NC(c3ccccc3)n3c(nc(C)cc3=O)N2)cc1 (stereo unspecified)	2	-16	1	1	2	-3	0	-7	5%
COC(=O)c1[nH]c2ccc(Cl)cc2c1NC(=O)CN1CCc2cc(OC)c(OC)cc2C1	-9	33	1	1.5	2	3	-2	-6	6%
COC(=O)c1ccc(CSc2nnc(NCc3ccccc3)s2)o1	2	11	1	1.1	-4	13	0	5	5%
COc1ccc(OC(C)C(=O)NC2CC(C)(C)NC(C)(C)C2)cc1 (stereo unspecified)	4	-8	1	1.1	9	21	6	-2	0%
O=C(Nc1ccccn1)c1ccc2ccccc2n1	3	9	1	1	-6	-28	-4	6	6%
COCCOC(=O)c1c(C)oc2ccc(OC(=O)c3ccc4c(c3)OCO4)cc12	0	19	1.1	1.1	5	4	2	-1	4%
CCOC(=O)N1CCC2(CC1)C(C#N)=C(N)Oc1c2sc2nc(C)cc(C)c12	-3	40	1.1	1.1	4	4	4	-2	0%
Clc1ccc(-c2nn3c(-c4ccccn4)nnc3s2)c(Cl)c1	2	-18	1.1	1.1	-15	8	-10	-6	3%
CC1CCCN(C(=O)CSCC(=O)N=c2sc3ccccc3n2C)C1 (stereo unspecified)	4	16	1.1	1.1	-3	1	x	x	0%
COc1cc2c(cc1NC(=O)c1ccco1)CCCC2	x	10	1.1	1.1	x	x	x	x	2%
CSc1nnc([C@@H](NC(=O)OC(C)(C)C)C(C)C)o1	0	-3	1	1.1	6	4	2	4	5%
N#Cc1cccc(NC(=O)Nc2cccs2)c1	0	16	1	1.1	4	8	1	-1	4%
COC(=O)[C@@H](NC(=O)Nc1ccc(C(C)=O)cc1)C(C)C	-2	-24	1	1.1	8	6	10	-3	1%

Remaining list, next part.
SMILES	MMP-13 inhibitor	Ecoli tolC	A340 absorber	Fluor 339 460	PKA inh	HEK293 NFkB inh	ROCK2 blocker	JNK3 blocker	NADH enzymes
COc1ccc(NC2CC(=O)N(c3ccccc3)C2=O)cc1 (stereo unspecified)	2	-18	1	1.1	-3	-8	0	-8	5%
CC12CN3CC(C)(CN(C1)C3c1ccc(Cl)cc1Cl)C2=O (stereo unspecified)	7	-7	0.99	1	-8	13	1	3	2%
CNc1nc(N2CCc3ccccc32)ncc1F	9	7	1.1	1.1	-1	-25	-1	-4	5%
CCOC(=O)Cn1c(=O)oc2cc(S(=O)(=O)N3CCCc4ccccc43)ccc21	0	13	1.1	1.1	6	14	4	1	3%
CCCc1[nH]nc2c1C(c1ccccc1OCC)C(C#N)=C(N)O2 (stereo unspecified)	0	8	1	1.1	0	10	-1	4	5%
CCCn1c(C)cc(C(=O)CN2C(=O)c3ccccc3C2=O)c1C	1	-1	1	1	-2	-22	1	2	5%
C=CCNc1nc(NCc2ccccc2)c(C#N)c2c1CN(C)CC2	-36	15	1.1	2	-2	x	3	13	6%
O=C1c2oc3ccccc3c(=O)c2C(c2cccc(F)c2)N1CCCO (stereo unspecified)	0	x	1	1.1	3	13	3	2	5%
CNC(=O)COC(=O)c1cc(F)c(F)cc1Cl	-5	-9	1	1.1	8	10	7	-4	2%
CCOC(=O)CC(=O)CSc1nc2c(c(C)c1C#N)CCC2	-30	-18	1	2.7*	-5	12	0	2	9%

Record cards (already shown).
Shown for `CCOC(=O)CC(=O)CSc1nc2c(c(C)c1C#N)CCC2` = MMP-13 inhibitor: -30; Ecoli tolC: -18; A340 absorber: 1; Fluor 339 460: 2.7*; PKA inh: -5; HEK293 NFkB inh: 12; ROCK2 blocker: 0; JNK3 blocker: 2; NADH enzymes: 9%
Shown for `COc1ccc(NC2CC(=O)N(c3ccccc3)C2=O)cc1` (stereo unspecified) = MMP-13 inhibitor: 2; Ecoli tolC: -18; A340 absorber: 1; Fluor 339 460: 1.1; PKA inh: -3; HEK293 NFkB inh: -8; ROCK2 blocker: 0; JNK3 blocker: -8; NADH enzymes: 5%

The list continues:
SMILES	MMP-13 inhibitor	Ecoli tolC	A340 absorber	Fluor 339 460	PKA inh	HEK293 NFkB inh	ROCK2 blocker	JNK3 blocker	NADH enzymes
Oc1ccc(-c2nnc(-c3ccc(O)cc3)nn2)cc1	1	-12	1	1.1	-2	-3	3	8	8%
Cc1ccccc1C(=O)Nc1ccccc1	-3	10	1.1	1.1	4	2	4	4	4%
c1ccc2c(c1)nc1n2C2(N3CCOCC3)CCCC2C1N1CCOCC1 (stereo unspecified)	-5	-11	0.99	1.1	0	-1	-2	8	7%
CCOC(=O)N1CCN(C(=O)Cn2ncc3c2-c2ccccc2OC3)CC1	4	-5	1	1.1	9	-1	3	4	3%
Cc1nnc(SCC(=O)N2CCC(C(=O)Nc3nccs3)CC2)n1Cc1ccccc1	3	-11	0.97	1	8	10	4	1	2%
Cc1cc(C)n(Cc2ccc(C(=O)NCCC3=CCCCC3)o2)n1	-2	1	1	1.1	-1	x	3	-6	1%
Cc1nc(S(=O)(=O)c2ccc(Cl)cc2)c(NCc2ccccc2)o1	2	19	1.1	1.1	1	9	1	-4	9%
COC(=O)C(C(=O)Nc1ccc(OC)cc1)C1CCCCCC1 (stereo unspecified)	2	3	1	1.1	-2	11	1	2	7%
CCC(=O)N1CCc2cc(Br)cc(S(=O)(=O)C3(C(=O)OC)CC3)c21	3	1	1	1	1	-8	-1	0	2%
COCCn1c(N)c(C(=O)NCc2cccs2)c2nc3ccccc3nc21	-106[fluorescence artefact?]	42	1.1	3.7*	-10	2	-6	-3	6%[fluoresces]
CN(c1nc2ccccc2n2c(-c3ccco3)nnc12)S(=O)(=O)c1ccccc1	-7	-28	0.99	2.9*	-5	-3	-5	-4	19%
Cc1ccc(NC(=O)CS(=O)CC(=O)N(C2CCCC2)C(C)C(=O)NC2CCCCC2)cc1 (stereo unspecified)	7	23	0.98	1.1	8	19	x	x	6%
Cc1nc(NC(=O)c2ccc(Br)s2)sc1C(=O)N(C)C	2	0	1.3	1	-3	-38	-2	0	7%
CCn1c(SCCC(C)C)nnc1-c1c[nH]c2ccccc12	-6	53	1	1.1	1	17	-1	3	1%
Cc1c(C(=O)NCCN2CCOCC2)sc2nc(-c3ccc(F)cc3)cn12	-1	-4	0.99	0.92	4	10	2	1	9%
